EWS-Fli block: inhibitors of EWS/Fli oncoprotein transcriptional activity | A673 NR0B1-luciferase reporter, viability-normalised | inhibition, % at 12.6 µM | 350,000 compounds, 0.67% hits;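 active = mean inhibition of at least 50% after viability correction, with every replicate also passing that limit; inconclusive = mean reaches 50% but only one of two replicates passes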;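 note: firefly luciferase signal divided by Alamar Blue viability fluorescence both relative to DMSO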
ARNT TACC3 PPI: ARNT/TACC3 interaction disruption; 390,000 compounds, 0.66% hits; inhibition, % at 9.99 µM; AID 623870; Q9Y6A5; AlphaScreen His-ARNT PAS-B/GST-TACC3 binding, luminescence; TACC3 fragment carries E629A point mutation;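 active = mean inhibition of replicates at least 50% and at least half of replicates each reaching 50%; inconclusive = half or more replicates reach 50% but mean below 50%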;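 note: 0% = complete ARNT plus TACC3 wells and 100% = ARNT alone without TACC3; many hits fall short of the cut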
Casp6 inh: inhibitors of human caspase-6; P55212; purified caspase-6, Z-VEID-R110 cleavage fluorescence; inhibition, % at 12.5 µM; 350,000 compounds, 0.53% hits; AID 686996;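 active = mean inhibition across replicates at least about 35%, with every replicate also reaching that limit, limit read from the data; inconclusive = only one of the two criteria met; inactive = neither criterion met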;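 note: 0% = median of neutral control wells and 100% = no fluorescence left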
Target sequence (P55212 24-179 limits assumed): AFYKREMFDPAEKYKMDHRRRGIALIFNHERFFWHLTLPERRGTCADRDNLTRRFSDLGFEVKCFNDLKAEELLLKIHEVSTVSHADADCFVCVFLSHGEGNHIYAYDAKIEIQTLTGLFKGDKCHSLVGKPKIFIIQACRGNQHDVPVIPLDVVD
Target sequence (P55212 194-293 limits assumed): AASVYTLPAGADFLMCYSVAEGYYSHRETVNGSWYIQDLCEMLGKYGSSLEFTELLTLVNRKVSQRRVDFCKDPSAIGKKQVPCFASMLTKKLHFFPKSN
LGR2 inh: inhibitors of bursicon-induced Drosophila LGR2 receptor cAMP signaling. HEK293 LGR2, CRE-luciferase, bursicon-stimulated, 4 h. inhibition, % at 9.99 µM. 380,000 compounds, 0.35% hits;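 active = drop in luminescence signal, shown as inhibition above about 50% in the replicate tests, limit read from the data, passing the limit was not always enough; inconclusive = probably only some replicates passing the limit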;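 note: agonist challenge used bursicon conditioned medium at about half maximal strength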
DENV2 CPE rescue: protects cells from dengue virus 2 cytopathic effect; DENV2-infected cells, cytopathic effect rescue, plate reader; CPE inhibition, % at 9.99 µM; 350,000 compounds, 1.7% hits; AID 651640; in the data active = CPE inhibition above about 20%, passing the limit was not always enough; inconclusive = no clear call, values can overlap the other calls; tested in BHK-21 cells;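 note: 0% = median of neutral control wells and 100% = median of positive control wells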
PAX8 reporter: lowers PAX8-driven luciferase in RMG-I cells; RMG-I TPO-luciferase reporter, SteadyGlo, 24 h; inhibition, % at 12.6 µM; 360,000 compounds, 1.2% hits; AID 652154;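 active = mean replicate inhibition at least 60% with every replicate also reaching 60%; inconclusive = only one of the two criteria is met; inactive = mean below 60% and not all replicates reaching 60%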;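 note: luciferase light reporting Pax8 driven TPO promoter activity; plate controls were median of neutral control wells for no effect and mitoxantrone controls for full effect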
SIRT5 inh: blocks human SIRT5 desuccinylation of peptide; 330,000 compounds, 1.1% hits; Purified SirT5, succinyl-peptide AMC, trypsin-coupled fluorescence; inhibition, % at 15 µM; AID 652115; in the data active = inhibition above about 15%; inconclusive = no clear call, values can overlap the other calls
Target sequence (Q9NXA8 whole entry, looked up): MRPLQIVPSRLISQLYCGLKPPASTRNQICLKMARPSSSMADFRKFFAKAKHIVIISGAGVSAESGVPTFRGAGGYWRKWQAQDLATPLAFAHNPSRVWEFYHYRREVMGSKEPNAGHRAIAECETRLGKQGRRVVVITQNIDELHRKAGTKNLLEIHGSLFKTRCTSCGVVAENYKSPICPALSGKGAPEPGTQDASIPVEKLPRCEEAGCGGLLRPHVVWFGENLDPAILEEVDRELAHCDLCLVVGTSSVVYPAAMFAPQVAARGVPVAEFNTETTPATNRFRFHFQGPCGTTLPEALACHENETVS
Active calls of the source: *; ? = inconclusive; . = not tested or not shown.

Every second line gives: EWS-Fli block	ARNT TACC3 PPI	Casp6 inh	LGR2 inh	DENV2 CPE rescue	PAX8 reporter	SIRT5 inh
Cc1sc(NC(=O)Cn2c(=O)oc3ccccc32)nc1-c1ccc(Cl)cc1
  6	-4	0	1	-1	-8	7
COc1cc(C(=O)Nc2cc(Cl)ccc2-n2cncn2)ccc1OC(F)F
  6	-2	7	13	-3	32	-2
COc1ccc(NC(=O)c2cccc(N3C(=O)C4C5C=CC(C6CC56)C4C3=O)c2)cc1 (stereo unspecified)
  .	5	3	-15	-2	.	3
O=C(Nc1ccc(Cl)cc1)NN1CC(=O)N(c2cccc(C(F)(F)F)c2)CC1=O
  7	-7	3	-13	-2	17	2
CC(C)CSC1=NSC2=NC(=O)/C(=C\c3cccs3)C(=N)N12
  .	-3	.	4	.	-38	.
CC(CN(C)C)CN1c2ccccc2CCc2ccccc21 (stereo unspecified)
  3	-1	-3	5	4	-16	-3
O=c1c(/C=N/OCc2ccc(Cl)cc2Cl)c[nH]n1-c1cccc(Cl)n1
  4	9	.	4	18	-11	3
Cc1[nH]c2ccc(C(=O)OC(C)C(=O)NC3(C#N)CCCCC3)cc2c1C (stereo unspecified)
  -7	-4	1	2	-7	5	2
O=C(C[C@@H]1CC[C@H](NS(=O)(=O)c2ccc(F)cc2)[C@@H](CO)O1)N1CCN(c2ccccc2)CC1
  7	2	0	-3	0	16	0
C[C@@H]1CN([C@H](C)CO)C(=O)c2cc(NC(=O)C3CC3)ccc2O[C@@H]1CN(C)CC1CCCCC1
  -10	-8	-4	3	11	-1	-5
Cc1noc(C)c1S(=O)(=O)N(C)C[C@H]1Oc2ccc(NC(=O)Nc3ccc(C(F)(F)F)cc3)cc2CC(=O)N([C@@H](C)CO)C[C@H]1C
  -1	-51	.	9	3	27	.
O=C(c1cccs1)N1CCC(C(=O)N2CCN(Cc3ccc4c(c3)OCO4)CC2)CC1
  12	.	0	19	?	5	4
O=C(CCNC(=O)c1ccccc1Cl)Nc1ccc(S(=O)(=O)Nc2nccs2)cc1
  1	0	0	11	6	.	-1
COc1ccc(C2=NS(=O)(=O)N(C)C(C(=O)N3CCc4ccccc4C3)=C2)cc1OC
  15	.	-2	-7	1	31	-1
COc1cc(SC)ccc1C(=O)N1CCN(c2ccccc2)CC1
  -3	.	0	2	0	9	-2
Cc1ccc(S(=O)(=O)N(C)C[C@@H]2Oc3c(NC(=O)c4cnccn4)cccc3C(=O)N([C@@H](C)CO)C[C@H]2C)cc1
  10	-5	3	-1	-5	-5	-2
CCOC(=O)c1ccc(NC(=O)CN2C(=O)CSCC2=O)cc1
  0	-4	-1	-6	3	-14	0
O=C(Nc1cccc(S(=O)(=O)N2CCOCC2)c1)c1cc(S(=O)(=O)N2CCOCC2)c(Cl)cc1Cl
  3	3	-2	19	?	17	0
CC1CCCCC1Nc1ncnc2sccc12 (stereo unspecified)
  21	.	-1	9	6	23	-2
CC(C)CC#Cc1ccc([C@H]2[C@H]3CN(S(=O)(=O)c4cccc(F)c4)CC(=O)N3[C@H]2CO)cc1
  3	.	-2	-19	-3	.	4
CC(=O)NC[C@H]1[C@H](c2ccc(-c3ccccc3F)cc2)[C@@H](CO)N1C(=O)C1CC1
  -10	0	-3	-32	81*	-27	1
Cc1ccc(CNC(=O)CNC(=O)[C@@H]2Cc3ccccc3CN2C(=O)OC(C)(C)C)cc1
  .	-3	9	-11	7	0	-2
CC(C)C#Cc1cnc2c(c1)C(=O)N([C@@H](C)CO)C[C@H](C)[C@H](CN(C)C(=O)Nc1ccccc1F)O2
  -14	-3	-1	2	5	.	1
CCN(C(=O)COC(=O)c1cc(Cl)ccc1OC)c1c(N)n(Cc2ccccc2)c(=O)[nH]c1=O
  3	3	0	6	-12	7	-3
CN(C)CCCNC(=O)C[C@@H]1C=C[C@H](NC(=O)c2ccccc2F)[C@@H](CO)O1
  -8	26	-2	-9	-7	-12	12
COc1ccc(OC)c(NP2(=O)OCC(C)([N+](=O)[O-])CO2)c1 (stereo unspecified)
  -2	3	4	.	13	7	-5
COc1ccccc1-n1cnnc1SCC(=O)Nc1cccc(S(N)(=O)=O)c1
  -6	.	0	15	2	21	0
CCC(CC)C(=O)N(C)c1c(C)nc2c(OCc3cccc(Cl)c3)cccn12
  17	.	.	22	-7	21	2
CNC[C@H]1Oc2cc(C#Cc3cccc(F)c3)ccc2S(=O)(=O)N([C@@H](C)CO)C[C@H]1C
  8	-2	2	-12	-3	.	0
O=C(O)c1sc(C(=O)O)c(-c2ccccc2)c1-c1ccccc1
  0	.	2	0	6	-15	2

Structures listed above marked active in DENV2 CPE rescue.
| canonical_smiles | ARNT TACC3 PPI | Casp6 inh | LGR2 inh | DENV2 CPE rescue | SIRT5 inh |
| --- | --- | --- | --- | --- | --- |
| CC(=O)NC[C@H]1[C@H](c2ccc(-c3ccccc3F)cc2)[C@@H](CO)N1C(=O)C1CC1 | 0 | -3 | -32 | 81* | 1 |

Later entries:
Every second line gives: EWS-Fli block	ARNT TACC3 PPI	Casp6 inh	LGR2 inh	DENV2 CPE rescue	PAX8 reporter	SIRT5 inh
O=[N+]([O-])c1cccc(S(=O)(=O)N2CCCCC2c2cccnc2)c1 (stereo unspecified)
  6	-5	-2	.	8	.	.
C[C@H](CO)N1C[C@H](C)[C@@H](CN(C)C(=O)c2cnccn2)Oc2cc(C3=CCCC3)ccc2S1(=O)=O
  -11	2	2	-16	-3	-2	-1
C[C@@H]1CN([C@@H](C)CO)C(=O)c2ccccc2-c2ccccc2CO[C@H]1CN(C)C(=O)Nc1ccccc1
  0	-7	1	6	-10	.	-1
O=C(NCc1ccc2c3c(cccc13)C(=O)N2)c1cccs1
  8	-5	3	-16	1	0	-1
O=C1[C@H](Oc2ccccc2)[C@@H](c2ccccc2)N1c1ccncc1
  7	1	-5	66*	3	22	-1
C/C=C/c1ccc([C@H]2[C@@H](CO)N(C(=O)c3ccccc3)C23CN(C(C)=O)C3)cc1
  0	.	0	12	-6	-11	-4
CCOc1ccccc1N1CCN(C(=O)C2=CC=CN3CCS(=O)(=O)N=C23)CC1
  -2	3	4	6	11	-3	-1
CCNC(=O)c1cc(Cl)ccc1OC
  2	1	-1	-2	-2	-20	-3
COc1cc(O)c(C(CCN2CCCC2)c2ccc3c(c2)OCO3)c(OC)c1 (stereo unspecified)
  -1	8	-1	0	-3	-29	-4
COc1ccc(-n2nnnc2-c2ccc(S(C)(=O)=O)cc2Cl)cc1
  6	-5	.	7	-4	5	-5
CCOC(=O)/C(C#N)=C/c1cccc(F)c1
  10	-3	1	28	-6	2	-1
CNS(=O)(=O)c1ccc(N2CCCC2=O)c([N+](=O)[O-])c1
  .	28	.	-26	.	-1	.
Cc1cc(NC(=O)Nc2ccc(Cl)cc2)n(C)n1
  -12	-5	0	0	-4	7	0
COc1ccc(N2CCN(Cc3cc4c(cc3Br)OCCO4)CC2)cc1
  9	34	1	-5	-4	27	-2
CC(=O)Cn1cnc2scc(-c3ccc(C)c(C)c3)c2c1=O
  -1	-2	-1	-8	0	14	-4
N#Cc1cccc(-c2ccc(C3[C@@H]4CN(Cc5cocn5)C[C@H]3N4)cc2)c1 (stereo partly specified)
  -7	.	2	21	3	14	3
COc1ccc(S(=O)(=O)N(C)C[C@@H]2OCCCC[C@H](C)Oc3ccc(NS(=O)(=O)c4c(C)noc4C)cc3C(=O)N([C@H](C)CO)C[C@@H]2C)cc1
  -5	-1	3	16	-3	34	5
O=C1C=C(c2ccc(Cl)c(C(F)(F)F)c2)C[C@@H](c2ccc(F)cc2)C1
  -2	-3	-3	-16	0	-24	1
COc1ccccc1NC(=O)Cc1csc(N)n1
  5	0	3	-1	.	.	2
CCOc1cccc(-c2cc(C(=O)NN)[nH]n2)c1
  0	5	.	-9	-3	-51	5
CCC(C(=O)OCC(=O)Nc1cccc(C(C)=O)c1)c1ccccc1 (stereo unspecified)
  -11	.	-2	8	3	14	0
COc1ccccc1CCC(=O)N1CCC(n2nccc2NC(=O)C2CCOC2)CC1 (stereo unspecified)
  3	-2	0	-13	-8	-21	-1
COc1ccc(C#Cc2c(-c3ccccc3)n(C)c3ccccc23)cc1
  5	-6	1	-23	?	36	-2
C/C=C/c1ccc(OCCOc2cccc3cccnc23)c(OC)c1
  0	0	1	.	2	-25	-3
O=S(=O)(NCc1ccc(C(F)(F)F)cc1)c1ccc(-n2cnnn2)cc1
  6	-10	-10	-2	-5	2	-2
C[C@@H]1CN([C@@H](C)CO)C(=O)c2cc(C#CCN(C)C)cnc2O[C@H]1CN(C)S(=O)(=O)c1cn(C)cn1
  -5	-16	-1	6	11	.	-1
CC(C)[C@H](NC(=O)[C@@H]1CSC2c3ccccc3C(=O)N21)C(=O)NCc1ccco1 (stereo partly specified)
  .	-1	0	0	2	11	-5
COc1ccccc1-c1ccc([C@@H]2[C@@H](CO)N3CCCCN(C(=O)c4cccnc4)C[C@@H]23)cc1
  -19	7	0	1	-9	-19	-1
COc1cc(OC)cc(-c2sc3ccc(OC)cc3c2C#CCCO)c1
  -1	3	0	5	?	25	.
CCCC(=O)Nc1nnc(C2CCCO2)s1 (stereo unspecified)
  4	-3	1	20	-4	5	-2
Cc1nnc(SC(C)C)n(N)c1=O
  13	6	4	-10	1	-9	-3
Fc1ccc(-c2nc3ccc(Br)cn3c2Cc2cccc(Cl)c2)cc1
  -32	.	-4	-8	1	-33	-2
CC1(OC(=O)CCc2ccccc2)C(=O)C=C2C=C(c3ccc(C#N)cc3)N(C3CC3)C=C2C1=O (stereo unspecified)
  -2	-7	3	-2	4	-14	-2
C[C@H](NC(=O)C[C@@H]1CC[C@@H](NS(=O)(=O)c2cccc(F)c2)[C@H](CO)O1)c1ccccc1
  .	3	-1	-2	1	.	2
C[C@H](CO)N1C[C@H](C)[C@@H](CN(C)C(=O)Nc2ccc(C(F)(F)F)cc2)OCCCC[C@H](C)Oc2ccc(NC(=O)CCC(F)(F)F)cc2C1=O
  2	5	2	-4	-1	35	2
COc1cc(C=O)c(Br)cc1OCC(=O)NCc1ccccc1
  5	.	2	3	6	-2	-1
CCCCOc1ccc(C(O)C(CN2CCOCC2)c2ccccc2)cc1 (stereo unspecified)
  10	-4	0	10	-3	21	15*
COc1ccc(NC(=O)Nc2ccc3c(c2)C(=O)N([C@@H](C)CO)C[C@H](C)[C@H](CN(C)S(=O)(=O)c2ccc(OC)cc2)O3)cc1
  20	2	-2	-5	-5	13	4
Cc1ccc(C2CC(c3cccs3)=NN2C(=O)CSC2=NN3CCCC(=O)N=C3S2)cc1 (stereo unspecified)
  3	3	0	-7	1	18	3
COc1ccc(C(CC(=O)N2CCCC2)c2c(OC)cc(OC)c3c(-c4ccccc4)cc(=O)oc23)cc1 (stereo unspecified)
  -2	-1	.	-15	1	2	.
O=C(c1ccco1)N1CCN(c2ccc([N+](=O)[O-])cn2)CC1
  -26	-34	-2	15	16	-20	2
COC(=O)Cn1c(=NC(=O)C(C)(C)C)sc2c(C)cc(C)cc21
  6	.	1	.	-1	25	11
C[C@H](CO)N1C[C@H](C)[C@@H](CN(C)S(=O)(=O)c2ccccc2)OCCCC[C@H](C)Oc2ccc(NS(C)(=O)=O)cc2C1=O
  -1	-10	-1	-8	-4	-14	3
CCC(=O)N1N=C(c2ccc(C)o2)CC1c1ccc(OC)cc1 (stereo unspecified)
  -10	-23	-3	-18	-1	-16	4
COc1ccccc1-c1cn(CC[C@@H]2CC[C@@H](NC(=O)CCN3CCCCC3)[C@H](CO)O2)nn1
  1	-6	4	1	-3	-15	-4
COc1ccc(/C=C/C(=O)OCC(=O)N2CCCC2)c(OC)c1
  -2	4	1	10	-2	-6	-6
CC1CCCN(CCCNC(=O)c2cc3c(Cl)nc4ccccc4c3s2)C1 (stereo unspecified)
  14	.	-19	-40	-5	-7	-5
O=C(C[C@@H]1C=C[C@@H](NC(=O)C2CCC2)[C@H](CO)O1)Nc1nccs1
  -8	10	3	7	0	8	3

From PubChem
